# PKA-R1A act: PKA-R1A complex activation. PKA-R1A dissociation, Cy5-IP20 fluorescence polarization; scaled: DMSO 0%, 113 µM cGMP 100%. 0.083% of 340,000 active. activation, % at 11.4 µM. P00514+P68181. AID 504707;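 active means percent activation above the mean of all tested compounds plus 3 SD, cut at about 19% in these data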;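 further: higher means more PKAc released from R1A so a rise in polarization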
# HTR5A ag ctr: counter-screen for OPRM1-OPRD1 agonists: human HTR5A agonism; HTR5A agonist assay, luminescence, cell-based; activation, % at 9.3 µM; 0.61% of 340,000 active; AID 504692; in the data active means activation mostly above about 9.5%, no sharp cut-off; inactive means mostly below about 7.6%;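 further: 0% = cells with vehicle only and 100% = reference agonist; strong numbers were not always called active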
# Mot1-301 SUMO: blocks SUMOylation pathway, rescuing yeast Mot1-301 growth | growth rescue, % at 18.8 µM | AID 2716 | 1% of 320,000 active | S. cerevisiae Mot1-301 growth rescue, ATP luminescence, 38.5C; percent above DMSO median, 100 means doubled;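 active means every valid replicate shows activation above 250% relative to neutral control wells; inactive means the rest, any valid replicate at or below 250%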;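 further: OY570 slx delta 5 strain wells were the positive control but not used for scaling; some compounds called inactive have numbers as strong as hits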
# HTR5A inv ctr: inverse agonist of human HTR5A in OPRM1-OPRD1 counter-screen | 0.083% of 340,000 active | inhibition, % at 9.3 µM | AID 504634 | P47898 | HTR5A cell line, luminescence, inverse agonism; in the data active means inhibition mostly above about 23%, no sharp cut-off; inactive means mostly below about 18%;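 further: 0% = cells with DMSO and 100% = no-cell wells with DMSO; some compounds called inactive have numbers as strong as hits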
# AddAB inh: less growth of phage-infected E. coli with AddAB; E. coli expressing H. pylori AddAB, absorbance growth; inhibition, % at 11.9 µM; 0.29% of 330,000 active; in the data active means inhibition above about 12%;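 further: 0% = vehicle wells of infected cells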
# PfHsp90 yeast 2: growth inhibition of yeast expressing Plasmodium Hsp90; S. cerevisiae expressing PfHsp90, BacTiter-Glo ATP, 48 h; yeast lacking PDR1 and PDR3 efflux regulators; inhibition, % at 9.4 µM; 0.32% of 310,000 active;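 active means every replicate shows inhibition above about 80%, whatever the replicate mean, limit read from the data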;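 further: 0% = DMSO neutral controls and 100% = 20 µM radicicol positive controls; yeast relying on Plasmodium falciparum Hsp90 in place of its own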
# DSG3 Ab inh: blocks pemphigus antibody binding to human desmoglein-3 | binding (percent of control), % at 10 µM | P32926 | 0.48% of 310,000 active | DSG3-coupled beads, scFv-anti-DSG3-GFP binding, flow cytometry; stronger effect = lower value;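 active means binding more than 3 SD below its plate's average and above zero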;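 further: hits lower antibody fragment binding to DSG3; some compounds called inactive have numbers as strong as hits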
# Target sequence (P32926 whole entry, looked up, the tested form may be a part): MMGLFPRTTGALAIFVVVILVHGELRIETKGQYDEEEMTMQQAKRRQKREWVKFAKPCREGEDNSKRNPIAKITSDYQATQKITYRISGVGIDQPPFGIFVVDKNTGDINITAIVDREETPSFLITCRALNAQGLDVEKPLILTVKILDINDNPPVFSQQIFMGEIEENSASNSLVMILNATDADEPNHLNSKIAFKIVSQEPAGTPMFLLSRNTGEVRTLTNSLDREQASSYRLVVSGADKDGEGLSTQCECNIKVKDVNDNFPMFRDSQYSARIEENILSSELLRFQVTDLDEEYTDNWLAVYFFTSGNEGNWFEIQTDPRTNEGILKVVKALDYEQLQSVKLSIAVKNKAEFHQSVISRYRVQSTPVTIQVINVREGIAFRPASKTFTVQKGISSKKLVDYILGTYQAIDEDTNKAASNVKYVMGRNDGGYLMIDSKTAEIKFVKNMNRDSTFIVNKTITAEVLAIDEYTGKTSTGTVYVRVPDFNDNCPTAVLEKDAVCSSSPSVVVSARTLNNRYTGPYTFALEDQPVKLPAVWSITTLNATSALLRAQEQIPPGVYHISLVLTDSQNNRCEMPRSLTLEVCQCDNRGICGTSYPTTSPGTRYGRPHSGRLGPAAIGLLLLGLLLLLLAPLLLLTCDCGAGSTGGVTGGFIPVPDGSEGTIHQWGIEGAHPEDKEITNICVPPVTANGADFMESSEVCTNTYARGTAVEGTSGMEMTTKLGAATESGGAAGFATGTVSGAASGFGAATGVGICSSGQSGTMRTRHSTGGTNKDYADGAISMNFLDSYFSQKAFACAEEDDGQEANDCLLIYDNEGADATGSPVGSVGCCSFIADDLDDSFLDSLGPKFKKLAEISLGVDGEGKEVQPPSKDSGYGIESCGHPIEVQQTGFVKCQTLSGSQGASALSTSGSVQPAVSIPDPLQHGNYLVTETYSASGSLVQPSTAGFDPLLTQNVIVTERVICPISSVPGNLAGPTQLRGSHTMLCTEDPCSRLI
# E coli growth: counter-screen for AddAB inhibitors: E. coli growth inhibition; 0.27% of 330,000 active; AID 449728; E. coli V3065 growth, OD600 absorbance, 18 h; inhibition, % at 11.9 µM;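 active means inhibition above the campaign's mean inhibition across all tested compounds plus 3 SD, cut at about 9.9% in these data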;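 further: uninfected addAB+ strain grown without phage in ampicillin broth; 0% = DMSO wells and 100% = ciprofloxacin 0.95 µg/ml wells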
# OPRM1-OPRD1 ag: OPRM1-OPRD1 heterodimerization agonism | P35372+P41143 | cells, luminescence | activation, % at 9.3 µM | 0.3% of 340,000 active | AID 504326; in the data active means activation above about 18%;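 further: 0% = vehicle-treated cells and 100% = reference agonist; values of inactives mirror those of a sister screen read the other way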
# phage Ecoli inh: E. coli growth loss with phage present; growth absorbance; 0.26% of 360,000 active; AID 651602; inhibition, % at 11.9 µM; in the data active means inhibition above about 11%
# OPRM1-OPRD1 inv: mu-delta opioid heterodimer inverse agonism. 0.21% of 340,000 active. cell-based MOR-DOR heterodimer luminescence. inhibition, % at 9.3 µM. P35372+P41143; in the data active means inhibition above about 22%, passing the limit was not always enough;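 further: 0% = cells with DMSO and 100% = wells without cells with DMSO; values of inactives mirror those of a sister screen read the other way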
# Numbers without * were called inactive; . = no result given.
SMILES,PKA-R1A act,HTR5A ag ctr,Mot1-301 SUMO,HTR5A inv ctr,AddAB inh,PfHsp90 yeast 2,DSG3 Ab inh,E coli growth,OPRM1-OPRD1 ag,phage Ecoli inh,OPRM1-OPRD1 inv
O=C1CN(C(=O)c2c(F)cccc2F)C(c2ccccc2)c2cc(Br)ccc2N1 (stereo unspecified),-11,-1,-4,5,-0.9,-6,115,1.1,0.8,-2.0,-4
O=C(c1cncc(Br)c1)N1CCN(S(=O)(=O)c2ccc(Cl)cc2)CC1,-7,12,306*,-35,2.5,14,118,-0.4,-0.2,-0.1,2
COc1ccc(C(=O)Nc2ncc(C)s2)cc1S(=O)(=O)N1CCCC1,10,0,-5,1,1.0,14,108,0.3,-0.8,1.7,4
COc1ccc(NC(C)=O)cc1NC(=O)c1cccc(C(F)(F)F)c1,-5,-4,-5,19,1.6,1,99,-0.3,-2.2,3.6,12
COc1ccc(CC(=O)Nc2ccc(-c3noc(-c4cccc(OC)c4)n3)cc2)cc1,1,-1,18,1,6.7,.,103,-1.6,-3.5,1.0,17
CC(C)C(=O)Nc1cc(S(=O)(=O)Nc2cccc(Cl)c2)ccc1Cl,3,1,-6,-1,-2.6,16,88,-2.7,1.1,2.6,-7
CN(C)S(=O)(=O)c1cccc(NC(=S)NC(=O)C2CCCCC2)c1,6,-2,-16,7,0.7,34,103,1.5,1.1,5.6,-6
c1coc(-c2nn3c(Cn4nnc5ccccc54)nnc3s2)c1,-5,-2,-14,-10,4.2,26,.,-0.8,-3.5,1.6,18
COc1cc(OC)c(NS(=O)(=O)c2cc(Br)cnc2N)cc1Cl,2,-3,24,3,-0.1,-4,103,-0.9,-2.2,-0.1,11
CCC(C)C(=O)Nc1c2c(nc3c1CCC3)CCCC2 (stereo unspecified),8,0,.,1,2.4,-3,94,-0.4,-1.2,5.9,6
Cc1ccc(C2N(C)c3ccccc3-c3nc4ccccc4n32)o1 (stereo unspecified),-7,-2,21,2,1.0,-21,.,-0.4,-1.3,-0.2,7
O=C(COC(=O)c1ccc[nH]c1=O)c1ccc(Cl)s1,4,7,4,-2,1.3,-2,103,1.2,0.6,0.9,-3

# Some of the entries above, set out differently.
molecule	PKA-R1A act	HTR5A ag ctr	Mot1-301 SUMO	HTR5A inv ctr	AddAB inh	PfHsp90 yeast 2	DSG3 Ab inh	E coli growth	OPRM1-OPRD1 ag	phage Ecoli inh	OPRM1-OPRD1 inv
O=C(c1cncc(Br)c1)N1CCN(S(=O)(=O)c2ccc(Cl)cc2)CC1	-7	12	306*	-35	2.5	14	118	-0.4	-0.2	-0.1	2
COc1ccc(C(=O)Nc2ncc(C)s2)cc1S(=O)(=O)N1CCCC1	10	0	-5	1	1.0	14	108	0.3	-0.8	1.7	4
COc1ccc(NC(C)=O)cc1NC(=O)c1cccc(C(F)(F)F)c1	-5	-4	-5	19	1.6	1	99	-0.3	-2.2	3.6	12
COc1ccc(CC(=O)Nc2ccc(-c3noc(-c4cccc(OC)c4)n3)cc2)cc1	1	-1	18	1	6.7	.	103	-1.6	-3.5	1.0	17
CC(C)C(=O)Nc1cc(S(=O)(=O)Nc2cccc(Cl)c2)ccc1Cl	3	1	-6	-1	-2.6	16	88	-2.7	1.1	2.6	-7
CN(C)S(=O)(=O)c1cccc(NC(=S)NC(=O)C2CCCCC2)c1	6	-2	-16	7	0.7	34	103	1.5	1.1	5.6	-6
c1coc(-c2nn3c(Cn4nnc5ccccc54)nnc3s2)c1	-5	-2	-14	-10	4.2	26	.	-0.8	-3.5	1.6	18
COc1cc(OC)c(NS(=O)(=O)c2cc(Br)cnc2N)cc1Cl	2	-3	24	3	-0.1	-4	103	-0.9	-2.2	-0.1	11

# Continued.
SMILES,PKA-R1A act,HTR5A ag ctr,Mot1-301 SUMO,HTR5A inv ctr,AddAB inh,PfHsp90 yeast 2,DSG3 Ab inh,E coli growth,OPRM1-OPRD1 ag,phage Ecoli inh,OPRM1-OPRD1 inv
Cn1c(-c2cccc(F)c2)nc2c1c(=O)[nH]c(=O)n2Cc1ccccc1,-5,5,73,-14,2.5,-5,97,0.8,1.0,0.6,-7
COC(=O)c1ccccc1NC(=S)NC(=O)c1cccc2ccccc12,0,-5,48,8,2.0,-4,.,-1.1,-3.4,0.8,14
COc1ccc2nc(SCc3nc(N)nc(Nc4ccccc4)n3)[nH]c2c1,-13,-8,.,5,-1.0,-12,99,-2.8,-0.5,1.5,3
CS(=O)(=O)N1CCN(c2ccccc2NC(=O)c2ccc(-c3ccc(Br)cc3)o2)CC1,-7,0,6,23,-0.1,0,103,-3.8,-0.8,-1.0,4
CCOC(=O)N1CCN(C(=O)Cc2ccc(-n3c(=O)[nH]c4ccccc4c3=O)cc2)CC1,10,8,-9,7,-0.2,7,101,0.7,-2.5,-1.6,13
C=CCSc1nnc(NC(=O)Cc2ccc(OC)c(OC)c2)s1,-5,-2,5,5,3.1,-17,95,-0.4,-0.1,3.1,1
O=[N+]([O-])c1ccccc1S(=O)(=O)N1CCN(Cc2ccccc2)CC1,9,5,-8,13,-0.7,2,111,3.8,2.0,1.9,-11
CCN(Cc1ccccc1)c1ccc(/C=N/NC(=S)NC(C)C)cc1,-5,0,-8,31,5.3,-22,104,0.3,-1.0,-0.7,6
CC(=O)c1ccc(N2CCN(S(=O)(=O)c3c(C)[nH]c(C)c3C(=O)N3CCCCC3)CC2)cc1,-6,-1,12,5,1.7,1,101,-1.5,-4.0,1.9,21
CC(=O)Oc1cc(OC(C)=O)c2c(C)cc(=O)oc2c1,-2,1,-2,-18,1.1,15,101,0.5,-3.4,0.0,14
N=c1c2c(n(Cc3cccc(Cl)c3)c3c1CCC3)CCCC2,7,4,-15,-14,4.5,1,125,2.9,-1.2,0.9,7
COc1ccc(NC(=O)Nc2ccc3c(c2)C(=O)N([C@H](C)CO)C[C@H](C)[C@@H](CN(C)S(=O)(=O)c2ccc(OC)cc2)O3)cc1,-6,0,31,-16,0.8,4,99,-1.7,-2.3,3.6,13
CC(C)Oc1ccc(CSc2nnc3n(C)c(=O)c4c5c(sc4n23)CCCC5)cc1,-5,-3,-13,-13,0.3,-4,100,0.0,-2.4,3.0,14
COc1cc(OC)cc(C(=O)N[C@H](C(=O)N2CCc3ccccc32)C(C)C)c1,5,-2,4,-14,3.5,-14,100,1.2,3.3,2.8,-18
COc1ccc(-n2c(SCC(=O)Nc3cc(C)on3)nc3c(c2=O)SCC3)cc1OC,-9,6,4,1,-0.6,14,99,0.2,-2.3,1.5,12
CCC1(c2ccc(F)cc2)NC(=O)N(CC(=O)N(C)C2CCS(=O)(=O)C2)C1=O (stereo unspecified),-1,-5,-19,12,2.5,11,98,0.7,-1.4,2.4,10
COc1cc(F)c(C2=CC(=O)C[C@H](c3ccc(F)cc3)C2)cc1F,-4,3,-5,-6,2.2,6,103,0.4,-1.8,2.1,8
COc1ccccc1CN1C[C@@H]2C[C@@H](C3=Cc4cccc(OC)c4OC3)N3CCC[C@@]23C1=O,-8,1,-20,17,2.5,-8,111,2.0,-0.7,1.0,5
Nc1nn2c(-c3ccccc3)cc(=O)[nH]c2c1N=Nc1ccc(Br)cc1,-9,-3,.,7,.,8,100,.,-1.2,2.4,6
CCOC(=O)c1[nH]c(C)c(/C(O)=C2\C(=O)C(=O)N(CCCN(C)C)C2c2cccnc2)c1C (stereo unspecified),-1,-3,-35,-15,3.0,0,103,-1.2,-3.0,2.6,17
CCCc1cc(NCCCN2CCOCC2)n2c(nc3ccccc32)c1C#N,-8,3,189,-9,-0.2,-20,105,-1.1,-0.7,0.5,4
Cc1ccccc1C(=O)NCCN=C1NS(=O)(=O)c2ccccc21,0,5,-8,-14,1.1,-3,107,-1.0,-3.2,1.9,17
CCN(CC)C(=O)CC(c1ccc(OC)cc1)c1c(O)cc(OC)cc1OC (stereo unspecified),1,-1,-12,-2,1.1,-16,107,-3.9,-3.0,1.2,14
COc1ccc(/C=C/C(=O)OCC(=O)NCCc2ccccc2)c(OC)c1,-7,1,11,-3,-1.7,.,94,-0.4,-3.0,3.0,16
CN1C(=O)N(C)C2(c3ccccc3)Nn3c(s/c(=C/c4ccccc4)c3=O)=NC12c1ccccc1 (stereo unspecified),0,1,-1,-4,2.6,-18,103,-0.2,-2.1,-0.8,12
COc1ccc(CN2CCN(Cc3ccco3)CC2)cc1,-3,-3,3,12,-1.1,-3,70,-2.5,0.5,1.4,-2
CCCN1CCN(C(=O)Cn2ncc3ccccc32)CC1,4,8,-16,-24,3.9,3,108,-0.4,-0.1,1.4,0
O=C(O)c1cc(-c2cccc([N+](=O)[O-])c2)nc2ccccc12,-15,1,13,-11,0.6,8,94,-1.3,-3.1,4.2,16
CC(=O)c1cccc(NC(=O)COC(=O)c2ccc3c(c2)OCCO3)c1,-12,-5,18,12,0.7,-8,98,-1.9,-2.2,0.4,10
CCOCC(=O)Nc1ccc(S(=O)(=O)Nc2nccs2)cc1,0,0,5,0,-0.3,4,109,-0.3,-1.3,2.3,6
CSc1nc(Cl)c(C#N)c(-c2ccc(C)cc2)n1,-5,3,47,-6,-1.6,-31,96,0.2,1.6,1.9,-9
COc1cc2c(cc1OC)[C@@H](NC(=O)C(C)C)[C@H](O)C2,-2,0,.,-1,0.9,8,103,0.0,-1.2,1.8,6
COC(=O)c1ccc(NS(=O)(=O)c2cc3c4c(c2)C(C)C(=O)N4CCC3)cc1 (stereo unspecified),0,0,32,2,-2.6,-5,105,-2.5,-0.5,3.4,3
CSc1ncccc1C(=O)OCC(=O)Nc1cccc(S(=O)(=O)N2CCOCC2)c1,-9,3,.,-11,1.8,-7,113,-0.9,-3.5,4.8,18
CCS(=O)(=O)c1ccc(-c2csc(-c3ccccc3Cl)n2)c(Cl)c1Cl,-1,9,-15,-22,3.8,1,82,-0.6,-2.3,1.5,12
CC(C)NC(=O)COC(=O)c1cccc(NS(=O)(=O)/C=C/c2ccccc2)c1,3,-2,-1,-23,3.9,8,105,-2.2,-2.1,1.7,11
O=C(c1ccccn1)c1cc2ccccc2n1S(=O)(=O)c1ccccc1,1,-2,-1,-6,0.7,-7,94,1.7,-0.7,2.0,4
Cn1cccc1/C=N/NC(=O)c1ccccn1,-7,3,-4,-8,2.6,16,101,-3.2,-0.2,2.7,1
CSc1ccc(C#N)cc1NC(=O)c1cccnc1Cl,3,0,225,-12,0.5,11,93,0.6,-2.8,2.4,14
CCOc1ccc(CCNC(=O)C2CCN(S(=O)(=O)N3CC(C)CC(C)C3)CC2)cc1OCC (stereo unspecified),-2,-2,1,9,3.1,8,86,1.1,-3.6,-1.4,19

# Screening data as filed in PubChem.
